Screening data (PubChem BioAssay)
KCNQ2 block – KCNQ2 potassium channel inhibitors, primary screen, cell-based, CHO-K1, FluxOR thallium flux, B-score (AID 2156); 20 min; hits give low values; 310,000 tested, 1.1% active; O88943; B-score at 10 µM;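 active means fluorescence ratio B-score at most minus 3 library SDs, with starting brightness B-score within 2 library SDs, cut at about -5.5 in these data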
Target sequence (O88943 whole entry, looked up): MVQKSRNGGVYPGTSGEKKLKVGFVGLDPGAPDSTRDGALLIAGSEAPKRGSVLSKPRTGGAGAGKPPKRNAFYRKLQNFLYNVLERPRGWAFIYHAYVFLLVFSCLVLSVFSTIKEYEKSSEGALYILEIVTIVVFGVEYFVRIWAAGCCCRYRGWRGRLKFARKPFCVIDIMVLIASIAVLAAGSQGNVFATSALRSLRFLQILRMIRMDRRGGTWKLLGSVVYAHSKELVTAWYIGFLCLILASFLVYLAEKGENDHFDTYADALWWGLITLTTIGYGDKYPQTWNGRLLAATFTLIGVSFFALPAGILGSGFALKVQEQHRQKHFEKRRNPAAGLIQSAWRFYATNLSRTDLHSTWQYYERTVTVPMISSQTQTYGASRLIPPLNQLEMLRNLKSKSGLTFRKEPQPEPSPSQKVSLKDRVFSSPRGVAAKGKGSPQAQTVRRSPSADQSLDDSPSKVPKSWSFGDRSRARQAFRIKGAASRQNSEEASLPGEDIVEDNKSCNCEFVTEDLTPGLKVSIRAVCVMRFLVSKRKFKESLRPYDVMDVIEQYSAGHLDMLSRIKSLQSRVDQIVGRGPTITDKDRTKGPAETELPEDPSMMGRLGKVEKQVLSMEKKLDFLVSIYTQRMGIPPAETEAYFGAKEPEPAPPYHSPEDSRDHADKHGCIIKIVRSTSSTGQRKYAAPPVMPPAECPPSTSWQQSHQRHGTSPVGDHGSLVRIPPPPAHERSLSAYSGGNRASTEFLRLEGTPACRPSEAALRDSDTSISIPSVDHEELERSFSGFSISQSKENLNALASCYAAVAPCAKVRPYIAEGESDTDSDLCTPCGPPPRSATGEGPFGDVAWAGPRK
Kir21 block – Kir2.1 (mouse) channel inhibition; P35561; HEK293-Kir2.1, FluxOR thallium flux fluorescence; hits give low values; B-score at 10 µM; 310,000 tested, 0.85% active;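 active means fluorescence ratio B-score at or below minus 3 SD of library scores, with starting-brightness B-score within 2 SD, cut at about -4.2 in these data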;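 further: channel flux triggered by added potassium and thallium sulfate stimulus; B-score of peak minus minimum fluorescence over baseline after thallium stimulus; more negative B-score means stronger Kir2.1 block with less thallium influx; some compounds called inactive have numbers as strong as hits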
Starred values were filed as active, the others as inactive; i = inactive.

SMILES	KCNQ2 block	Kir21 block
COC(=O)[C@H](C)NC(=O)NCc1ccc(F)cc1	i	0.04
Cc1cc(C(=O)Nc2ccc(S(=O)(=O)N3CCOCC3)cc2)c(C)o1	i	0.46
Cc1ccc2nc(Nc3nc(CSc4nc5ccccc5s4)cc(=O)[nH]3)nc(C)c2c1	i	-0.15
CCn1cc(/C=C/C(=O)Nc2c(C)nn(Cc3ccccc3)c2C)cn1	i	-0.04
O=C(NC(Cc1ccccc1)C(=O)O)/C(=C\c1ccc(F)cc1)NC(=O)c1ccccc1 (stereo unspecified)	i	-1.09
Cc1ccc2[nH]c(=O)c(CN(Cc3cccs3)C(=S)NCC3CCCO3)cc2c1 (stereo unspecified)	i	-0.08
C=CCn1c(SCC(=O)c2c(C)[nH]c3ccccc23)nnc1-c1ccncc1	i	0.85
COc1ccc(COCCN2CCN(S(=O)(=O)c3ccccc3)CCC2=O)cc1	i	-0.41
C=CCSc1nc(C)c(CC(=O)OCCCC)c(=O)[nH]1	i	-0.48
Cc1[nH]c2ccccc2c1SCC(=O)N1CCN(c2ccccc2)CC1	i	2.13

3 structures already listed, arranged by molar mass, ascending.
SMILES	KCNQ2 block	Kir21 block
CCn1cc(/C=C/C(=O)Nc2c(C)nn(Cc3ccccc3)c2C)cn1	i	-0.04
Cc1[nH]c2ccccc2c1SCC(=O)N1CCN(c2ccccc2)CC1	i	2.13
COc1ccc(COCCN2CCN(S(=O)(=O)c3ccccc3)CCC2=O)cc1	i	-0.41

New compounds follow:
SMILES	KCNQ2 block	Kir21 block
CC(c1ccccn1)N(C)C(=O)c1ccc2nc(Cc3ccccc3F)oc2c1 (stereo unspecified)	i	0.25
CCOC12NC(=O)CC(=O)N1C(c1ccccc1)=CS2 (stereo unspecified)	i	-0.01
Cc1cc(C(=O)Nc2sc3c(c2C#N)CCC3)no1	i	0.34
Cc1ccc(-c2nnc3ccc(SCC(=O)NCc4ccco4)nn23)cc1	i	-1.95
Cc1c(C(=O)NCC2CCCO2)oc2ccc(S(=O)(=O)N3CCCC3)cc12 (stereo unspecified)	i	0.07
CC(C)NC(=O)/C(=C\c1cccc([N+](=O)[O-])c1)NC(=O)c1ccccc1	i	-0.26
Cc1ccc(NC(=O)CN2CCc3cc4c(cc3C2C)OCCCO4)cc1 (stereo unspecified)	i	0.12
COc1cc(/C=C2\CCc3c2nc2ccccc2c3C(=O)O)cc(OC)c1OC	i	-0.12
O=C(O)c1cccc(Cn2c(Cl)c(/C=N/NC(=O)c3ccco3)sc2=O)c1	i	-1.3
CC1(C)C(=O)Nc2ccccc2N1C(=O)CSc1ncccn1	i	0.43
COc1ccc(/C=N/NC(=O)c2cccc([N+](=O)[O-])c2)c2ccccc12	i	0.04
CC/C(=N\NC(=O)C1CCCC1)c1cccc(Br)c1	i	-1.59
O=C1CC(C(=O)Nc2ccc(Cl)cc2[N+](=O)[O-])C2(CCCCC2)O1 (stereo unspecified)	i	-1.65
CC(=O)Nc1ccc(OCc2nnc(-c3ccccc3)o2)cc1	i	0.4
Cc1cc(OC(F)F)ccc1NC(=O)Nc1ccc2c(c1)OCO2	i	-0.13
Cc1cc(C)n(-c2ccc(-n3ccnc3)nn2)n1	i	-0.05
NC(=O)c1ccccc1O	i	-1.18
CC1CCCN(CCCNC(=O)c2coc3nc4ccccc4nc23)C1 (stereo unspecified)	i	-0.02
CCCN1CCN(CC(=O)Nc2cc(OCC)ccc2OCC)CC1	i	-0.52
COc1ccc(OC)c(NC(=O)CSc2ncccn2)c1	i	-1.31
CC(C)N(C(=O)Cn1c(SCC(=O)Nc2nccs2)nc2ccccc21)C(C)C	i	-0.28
CCc1nc2ccccc2c(NC(=O)CN2CCC(C)CC2)c1C	i	-0.77
O=C(Cn1cnc2c(nnn2Cc2ccc(F)cc2)c1=O)NCc1ccc2c(c1)OCO2	i	0.51
O=S(=O)(Cc1ccccc1)N1CCN(Cc2ccc3c(c2)OCO3)CC1	i	-0.01
CCOC(=O)C1=C(C)Nc2nc(SCc3cccnc3)nn2C1c1ccc(OC)cc1 (stereo unspecified)	i	0
Cc1ccc(CNC(=O)CCS(=O)(=O)c2ccc3c(c2)NC(=O)CO3)cc1	i	-0.24
CC(C)Cc1nc2ccc(N)cc2[nH]1	i	-0.83
CC(=O)c1c(Nc2ccc3c(c2)OCCO3)oc(C)cc1=O	i	0.46
CC(=O)C1=C(O)C(=O)N(c2ccc(O)cc2)C1c1ccc(F)cc1 (stereo unspecified)	i	-0.92
O=C(COc1ccc(Cl)cc1)Nc1ccc2oc(-c3ccncc3)nc2c1	i	-0.02
CCCN1C2CCCC1CC(NC(=O)c1cccc(OC)c1)C2 (stereo unspecified)	i	1.54
CCN(CC(=O)Nc1c(F)cccc1F)C(=O)C1CCN(C(=O)c2ccc(F)cc2)CC1	i	1.78
COC(=O)[C@@]1(Cc2ccc(F)cc2)[C@H]2c3cc(C(=O)N4CCCC4)n(Cc4ccc(C(F)(F)F)nc4)c3C[C@H]2CN1C(=O)c1ccccc1	i	-0.57
O=C(COC(=O)/C=C/c1cccs1)Nc1nc(-c2cccc(Br)c2)cs1	i	-0.42
O=C(CNC(=O)c1ccco1)Nc1ccc(Br)cc1	i	-0.4
CCOC(=O)c1c(CN2CCN(c3ccccc3)CC2)oc2ccc(O)cc12	i	0.09
COc1ccc(C(c2nnnn2Cc2cccs2)N2CCN(c3ccccc3F)CC2)cc1 (stereo unspecified)	i	-1.07
COC(=O)c1ccc(OC(C)C(=O)c2ccc(C)cc2)cc1 (stereo unspecified)	i	0.71
C(=N\n1cnnc1)/c1ccccc1OCCOc1ccccc1	i	0.02
CCN(CC)CCOC(=O)c1ccc(NC(=O)c2ccc(Cl)c(S(=O)(=O)N3CCCCCC3)c2)cc1	i	1.41
COc1ccc(/C=N\NS(=O)(=O)c2ccc(C)cc2)cc1COc1ccccc1[N+](=O)[O-]	i	1.29
CSCc1nc2scc(-c3ccccc3)c2c(=O)[nH]1	i	-0.36
CCN1C(=O)/C(=C\c2cn(-c3ccccc3)nc2-c2cccnc2)SC1=S	i	0.53
COc1cccc(Nc2nnc(SCC(=O)N3CCOCC3)s2)c1	i	0.38
O=C(O)c1cc(S(=O)(=O)N2CCN(c3ccccn3)CC2)ccc1Cl	i	-0.04
N#Cc1c(Nc2ccc(F)cc2)sc(C(=O)c2ccc(F)cc2)c1N	i	-0.2
CCN1C(=O)[C@H]2[C@@H](c3ccc(C)cc3)N3C(=O)N(c4cccc(F)c4)C(=O)[C@@]3(Cc3ccc(Cl)cc3)[C@H]2C1=O	i	-1.77
Cc1ccc(N(CC(=O)N/N=C/c2cc(C)n(-c3ccccc3C)c2C)S(C)(=O)=O)cc1	i	0
COCC(=O)NCCSc1c(C)[nH]c2ccccc12	i	-1.84
CC1(C)NC(=O)N(CC(=O)N2CCN(c3cccc(C(F)(F)F)c3)CC2)C1=O	i	-0.03
Carrying on.
SMILES	KCNQ2 block	Kir21 block
O=C(CSc1nnc(Cc2cccs2)n1Cc1ccco1)Nc1cc(Cl)cc(Cl)c1	i	1
Cc1nc(SCC(=O)N2CCN(c3ccccc3)CC2)c2oc3ccccc3c2n1	i	0.86
CC(=O)Nc1ccc(C(=O)N(C2=NC(C)CS2)c2ccc(Cl)cc2)cc1 (stereo unspecified)	i	0.22
O=C(CSc1nccc(=O)[nH]1)Nc1ccc(N2CCOCC2)cc1	i	1.44
COc1ccc(NC(=O)CC2SC(=NCc3ccccc3OC)NC2=O)cc1 (stereo unspecified)	i	-1.69
Cc1ccc(N(CC(=O)NC2CCCC2)C(=O)CNC(=O)c2cccs2)c(C)c1	i	-0.84
Cc1cc(NC(=O)CSc2nnc(C(C)N(C)C)n2Cc2ccccc2)no1 (stereo unspecified)	i	0.26
Nc1ccc(C23CC4CC(CC(CO)(C4)C2)C3)cc1	i	-0.02
CCCN1C(=O)C(NC(C)=O)c2cc(OC)ccc21 (stereo unspecified)	i	1.94
O=C(Nc1ccc(NC(=O)C23CC4CC(CC(C4)C2)C3)cn1)c1ccco1	i	2.47
CCOc1ccc(S(=O)(=O)NCCc2cn3ccccc3n2)cc1	i	-1.79
COc1ccc(N2CCN(C(=O)CCS(=O)(=O)c3ccc(OC)cc3)CC2)cc1	i	1.42
Fc1ccc(-c2nnc(SCc3ncc(-c4ccccc4)o3)n2CC2CCCO2)cc1 (stereo unspecified)	i	-0.94
COc1cc(NC(=O)CCN2CCN(c3ccccc3F)CC2)cc(OC)c1	i	-0.08
O=C(O)c1cc(-c2cccs2)nn1-c1ccccc1	i	-0.58
CCCN(C(=O)c1cccc(S(=O)(=O)N2CCN(Cc3ccccc3)CC2)c1)C1CCS(=O)(=O)C1 (stereo unspecified)	i	-1.72
O=C(NCCC1=CCCCC1)c1ccc(CN2CCOCC2)cc1	i	-0.49
COc1ccc(-c2[nH]ncc2CNC(C)CCn2cccn2)cc1F (stereo unspecified)	i	-0.34
CN1C(N)=NC(=O)/C1=C/c1ccc(F)cc1	i	0.82
COc1ccc(CNC(=O)c2ccc3ccccc3n2)cc1	i	-0.02
Cc1cccc2cc(COC(=O)C3CCCO3)c(=O)[nH]c12 (stereo unspecified)	i	0.52
O=C(Nc1ccc(S(=O)(=O)Nc2nccs2)cc1)c1nn(-c2ccccc2)ccc1=O	i	1.15
CC(=O)Nc1cc(-c2ccc(F)cc2)[nH]n1	i	-0.11
Cc1ccc(-c2nnn(CC(=O)N(Cc3cccs3)C(C(=O)NC3CCCC3)c3ccco3)n2)o1 (stereo unspecified)	i	-0.83
COc1ccc(/C=C2\SC(=S)N(CCC(=O)Nc3cccc(C(=O)O)c3)C2=O)cc1OC	i	0.08
Cc1ccc(-c2nn(-c3ccccc3)cc2/C=C(\C#N)c2cccc(C#N)c2)o1	i	-0.28
CC1Cc2ccccc2N1Cc1nc2cc(C(F)(F)F)ccc2c(=O)[nH]1 (stereo unspecified)	i	0.5
Cc1cc(-c2ccccc2)[nH]c(=O)c1S(=O)(=O)c1ccc(Cl)cc1	i	-0.3
CN(Cc1ccccc1F)C(=O)CNC(=O)Cc1cccc2ccccc12	i	-0.91
Cc1ccccc1OCC(=O)NC(=S)Nc1ccc(N2CCCC2)cc1	i	0.63

No new results follow: entries from further up.
SMILES	KCNQ2 block	Kir21 block
COC(=O)[C@H](C)NC(=O)NCc1ccc(F)cc1	i	0.04
Cc1cc(C(=O)Nc2ccc(S(=O)(=O)N3CCOCC3)cc2)c(C)o1	i	0.46
Cc1ccc2nc(Nc3nc(CSc4nc5ccccc5s4)cc(=O)[nH]3)nc(C)c2c1	i	-0.15
CCn1cc(/C=C/C(=O)Nc2c(C)nn(Cc3ccccc3)c2C)cn1	i	-0.04
O=C(NC(Cc1ccccc1)C(=O)O)/C(=C\c1ccc(F)cc1)NC(=O)c1ccccc1 (stereo unspecified)	i	-1.09
Cc1ccc2[nH]c(=O)c(CN(Cc3cccs3)C(=S)NCC3CCCO3)cc2c1 (stereo unspecified)	i	-0.08

Carrying on.
SMILES	KCNQ2 block	Kir21 block
COC(=O)c1sccc1NC(=O)Nc1cccc(C)c1C	i	0.01
CCSc1nnc(Cc2cc(=O)[nH]c(=O)[nH]2)n1-c1ccc(Cl)cc1	i	0.42
O=C(O)C1=C[C@@H](c2ccccc2)C[C@@H](OCc2ccc(CO)cc2)O1	i	-1.52
Cc1ccc(C)c(C(C)NC(=O)c2ccc(Br)o2)c1 (stereo unspecified)	i	0.51
O=C(NCCS(=O)(=O)N1CCN(c2cccc(Cl)c2)CC1)C1CC1	i	-1.04
CCc1cccc(CC)c1N(COC)C(=O)Cn1c(C(C)O)nc2ccccc21 (stereo unspecified)	i	-0.23
CS(=O)(=O)N(CC(=O)Nc1ccc2c(c1)OCO2)c1ccc(Cl)cc1	i	0.09
CCc1nnc(NC(=O)C2CC(=O)N(c3ccc(C)cc3)C2)s1 (stereo unspecified)	i	0.06
COc1ccc(/C=C2\SC(=N)N(c3ccc(F)cc3)C2=O)cc1	i	-1.27
CN(CC(=O)NCc1ccc(F)cc1)S(=O)(=O)c1ccc(Br)s1	i	-0.14
Cn1c(=O)c2c(nc(NCCNC(=O)c3ccco3)n2Cc2ccccc2Cl)n(C)c1=O	i	1
CC(=O)N1c2ccc(S(=O)(=O)N3CCC(C(=O)Nc4cccc(C)n4)CC3)cc2CC1C (stereo unspecified)	i	0.19
CC(=O)c1oc2ccccc2c1NC(=O)COC(=O)c1ccc(-n2nc(C)cc2C)cc1	i	1.44
Cc1onc(-c2ccccc2Cl)c1C(=O)NCc1cccnc1	i	0.74
C=CCN=C1SC(CC)C(=O)N1S(=O)(=O)c1ccc(C)cc1 (stereo unspecified)	i	-0.56
NS(=O)(=O)c1ccc(CNC(=O)c2ccc(Cl)c([N+](=O)[O-])c2)cc1	i	1.83
C=CCN1C(=O)/C(=C\c2ccc(Cl)cc2)N=C1SCC(=O)NCCC	i	-1.44
CC1CCN(CCCCOc2ccccc2F)CC1	i	-0.7
COc1cc(/C=C/C(=O)OC(C)C(=O)Nc2c(C)n(C)n(-c3ccccc3)c2=O)ccc1O (stereo unspecified)	i	-0.7
CCNC(=O)N1c2ccc(OC)cc2C(C)=CC1(C)C	i	-2.05

The list goes on, starting with the last 2 of the part before.
SMILES	KCNQ2 block	Kir21 block
COc1cc(/C=C/C(=O)OC(C)C(=O)Nc2c(C)n(C)n(-c3ccccc3)c2=O)ccc1O (stereo unspecified)	i	-0.7
CCNC(=O)N1c2ccc(OC)cc2C(C)=CC1(C)C	i	-2.05
Cc1nc2ccccc2n1CC(=O)OCC(=O)NC1CC1	i	-1.57
CCOCCn1c(N2CCCC2)nc2c1c(=O)[nH]c(=O)n2C	i	-1.93
NC(=O)COc1ccccc1/C=C1/SC(=O)N(CC(=O)N2CCc3ccccc3C2)C1=O	i	1.33
Nc1c(S(=O)(=O)c2cccs2)c2nc3ccccc3nc2n1CCc1ccccc1	i	-0.01
O=C(CN1CCN(C(=O)C2CCCO2)CC1)Nc1cc(Cl)ccc1Cl (stereo unspecified)	i	0.63
C/C(=N\NC(=O)c1ccc2c(c1)OCO2)c1cccnc1	i	2.41
